# Bioassay records deposited in PubChem BioAssay by The Scripps Research Institute Molecular Screening Center.
# TAAR1 antag = antagonists of human TAAR1. Q96RJ0. CHO RD-HGA16 TAAR1, Fluo-8 calcium fluorescence, antagonist. inhibition, % at 3 µM. actives 1.5% (n = 360,000). AID 624466;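 active = inhibition above a per-plate cutoff, the mean inhibition of test compounds on that plate plus 3 SD, cut at about 49% in these data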;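 also: 0% = DMSO plus EC80 beta-PEA response and 100% = DMSO alone without agonist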
# Target sequence (Q96RJ0 whole entry, looked up): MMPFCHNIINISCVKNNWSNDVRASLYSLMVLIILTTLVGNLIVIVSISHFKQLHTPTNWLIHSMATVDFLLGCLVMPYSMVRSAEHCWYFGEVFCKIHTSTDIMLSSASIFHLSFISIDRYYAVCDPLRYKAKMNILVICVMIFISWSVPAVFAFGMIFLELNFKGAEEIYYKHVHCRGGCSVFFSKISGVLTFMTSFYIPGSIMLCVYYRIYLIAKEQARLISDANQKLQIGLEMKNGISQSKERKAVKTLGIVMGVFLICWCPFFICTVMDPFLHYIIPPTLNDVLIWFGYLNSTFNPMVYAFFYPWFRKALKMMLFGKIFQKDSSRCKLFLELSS
#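 Test system – hTAAR1-expressing CHO RD-HGA16 cells, Gα16-coupled · Also added – β-PEA at EC80 concentration, post-compound challenge · Compound – 3 µM, single point · Incubation – dye loading 75 min at 37 °C, then 30 min room temperature · Measured by – Fluo-8 intracellular calcium dye fluorescence, real-time kinetic reads · Benchmarks – vehicle and agonist controls · Replicates – singlicate, one well per test compound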
# M1 ag parental = nonselective activator or artifact in parental CHO-K1 cells. actives 0.48% (n = 360,000). Fluo-8 calcium fluorescence; scaled to maximal ATP response, vehicle zero. activation, % at 3 µM. AID 602248; in the data active = activation above about 15%;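 also: untransfected CHO-K1 host cells lacking M1 receptor as counterscreen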
# CHRM1 antagonist = antagonists of human M1 muscarinic receptor; P11229; CHO-K1 hM1, Fluo-8 calcium fluorescence, ACh EC80 antagonist; inhibition, % at 3 µM; actives 1.3% (n = 360,000); AID 588852;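 active = percent inhibition above its own plate's cutoff, namely the mean of that plate's compound wells plus 3 SD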;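 also: peak over basal fluorescence ratio during 140 s after agonist addition; 0% = ACh EC80 plus DMSO and 100% = DMSO alone without agonist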
# OXTR potentiate = potentiators of human oxytocin receptor | activation, % at 3 µM | actives 0.061% (n = 320,000) | P30559 | CHO-OTR cells, Fluo-8 calcium fluorescence, potentiator mode; 0% = oxytocin EC15, 100% = EC100;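 active = activation above that plate's cutoff, the mean activation of tested compounds plus 3 SD, cut at about 6.6% in these data, passing the limit was not always enough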;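 also: 100% uses oxytocin at 75 nM as the full agonist control; some results filed as inactive read as strong as hits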
# Target sequence (P30559 whole entry, looked up): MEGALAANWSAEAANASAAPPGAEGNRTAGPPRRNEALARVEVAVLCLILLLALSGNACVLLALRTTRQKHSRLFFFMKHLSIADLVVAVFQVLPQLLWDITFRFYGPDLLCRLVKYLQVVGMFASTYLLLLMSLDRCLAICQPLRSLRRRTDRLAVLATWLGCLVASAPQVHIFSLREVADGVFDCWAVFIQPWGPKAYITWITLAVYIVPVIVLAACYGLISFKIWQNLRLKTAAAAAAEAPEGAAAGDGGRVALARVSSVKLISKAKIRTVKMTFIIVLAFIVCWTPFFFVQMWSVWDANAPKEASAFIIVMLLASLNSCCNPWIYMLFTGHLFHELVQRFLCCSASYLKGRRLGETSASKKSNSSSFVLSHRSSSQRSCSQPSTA
#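 Measured by – Fluo-8 calcium dye fluorescence · Test system – human OTR in CHO cells · Dosing – one concentration, 3.0 µM compound · Controls – EC15 oxytocin alone as 0%, 75 nM oxytocin as 100% · Evaluation – normalized max/min fluorescence ratio, % activation · Timing – 6 min pre-incubation, 100 s read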
# CHO parental Ca = counter-screen: ATP calcium response change in parental CHO cells; inhibition, % at 5.6 µM; parental CHO-K1, ATP-induced calcium, Fluo-8 fluorescence; actives 0.63% (n = 330,000);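 active = inhibition above that plate's mean sample inhibition plus 3 SD, cut at about 26% in these data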;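 also: 0% = ATP-challenged DMSO wells and 100% = DMSO wells without ATP; some compounds past the cut are filed as inactive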
#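 Assay system: untransfected parental CHO cell line. Also added: ATP agonist challenge. Dosing: one dose, 5.6 µM nominal. Measured by: Fluo-8 fluorescence. Read-out: % inhibition. Benchmarks: ATP wells versus no-ATP DMSO wells. Repeats: no replicates.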
# CHRM1 agonist = human M1 muscarinic receptor agonism. P11229. CHO-K1 hM1, Fluo-8 calcium fluorescence, agonist mode; 0% DMSO, 100% acetylcholine EC100. activation, % at 3 µM. actives 0.33% (n = 360,000);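 active = activation above the run's mean compound activation plus 3 SD, cut at about 16% in these data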;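 also: peak over basal fluorescence ratio within a 140 s kinetic read after compound addition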
# CHO-K1 Ca antag = counter-screen for M1 antagonists: effect in parental CHO-K1 cells; ATP-induced calcium, Fluo-8 fluorescence; actives 0.6% (n = 360,000); inhibition, % at 3 µM;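 active = inhibition above a per-plate cutoff, the plate's mean sample inhibition plus 3 SD, cut at about 24% in these data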;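 also: 0% = DMSO plus EC80 ATP and 100% = DMSO alone without ATP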
# TAAR1 ag = agonists of human TAAR1; activation, % at 3 µM; actives 0.99% (n = 360,000); CHO RD-HGA16 TAAR1, Fluo-8 calcium fluorescence; vehicle wells 0%, saturating PEA agonist 100%;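 active = activation above the mean activation of all test compounds in the run plus 3 SD, cut at about 38% in these data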
#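 Signal – calcium-sensitive Fluo-8 signal, excitation 470-495, emission 515-575 nm · System – RD-HGA16 (CHO) cells co-expressing Gα16 and hTAAR1 · Incubation – 17-24 h seeding, 75 min 37 °C dye, 30 min RT · Compound dosing – 3 µM single concentration · Repeats – no replicates (n 1)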
# M1 PAM parental = M1 PAM counterscreen hit in parental CHO-K1 cells. actives 0.02% (n = 360,000). activation, % at 3 µM. AID 602247. ATP EC20, Fluo-8 calcium fluorescence; 0% at ATP EC20, 100% at ATP max;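 active = activation above the run cutoff, the mean activation of all test compounds plus 3 SD, cut at about 40% in these data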;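 also: peak over basal fluorescence ratio in a 140 s read after ATP addition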
# * = called active by the depositor; . = no result given.
# Values in the order: TAAR1 antag | M1 ag parental | CHRM1 antagonist | OXTR potentiate | CHO parental Ca | CHRM1 agonist | CHO-K1 Ca antag | TAAR1 ag | M1 PAM parental
CN(Cc1cnccn1)C(=O)C1CCC(=O)N(CCc2ccccc2)C1 (stereo not drawn)
 : -18.5 | 0.3 | -13.8 | -5.9 | 0.1 | -2.8 | 4.3 | 5.2 | 4.6
CC(Oc1ccc(Cl)cc1Cl)C(=O)NN=C1CCN(C)CC1 (stereo not drawn)
 : -4.7 | 0.8 | -5.3 | -6.5 | 4.1 | -5.3 | 1.2 | 1.9 | 7.3
CC1(C(=O)NS(=O)(=O)Cc2cccc(Cl)c2)CCN1C(=O)CC1CCCC1 (stereo not drawn)
 : 4.4 | 0.1 | -12.1 | . | . | -0.6 | -9.7 | 0.7 | 4.3
CC(C)CC(NC(=O)c1cccc(Cl)c1)C(=O)O (stereo not drawn)
 : 6.9 | 1.0 | -11.2 | -7.7 | -15.9 | -8.5 | -6.0 | 2.7 | 26.7
CC(C)(C)NC(=O)CSc1nnc(C2CC2)n1-c1ccccc1
 : -18.0 | 0.7 | -9.2 | 0.9 | -6.4 | -5.2 | -17.1 | 8.8 | -0.6
C=CCNC(=O)/C(C#N)=C/c1c(N2CCCCCC2)nc2ccccn2c1=O
 : 13.2 | 3.0 | -2.3 | -16.3 | -26.3 | -7.5 | -3.7 | 6.7 | -0.1
CNc1nc(SCc2ccccc2)nc(N2CCOCC2)n1
 : 16.5 | 1.2 | -4.4 | -0.9 | -26.3 | -5.7 | -11.8 | 6.8 | 19.1
Cc1ccc(-n2nc(-c3ccc(N)cc3)cc2N)cc1
 : 2.5 | 0.1 | -5.6 | -2.4 | -13.1 | -5.3 | -3.7 | 0.3 | 14.3
O=C(CN(CC1CCCO1)C(=O)CNS(=O)(=O)c1ccc(Cl)cc1)NCc1ccccc1 (stereo not drawn)
 : -25.9 | 1.7 | -3.9 | -5.2 | -10.3 | -4.8 | -19.6 | 4.2 | 20.3
COc1ccc2c(c1)CC=C1C2CCC2(C)C(=O)C(=NO)CC12 (stereo not drawn)
 : -25.3 | 0.2 | -6.2 | . | . | -4.2 | 0.4 | 1.6 | -9.0

# A different layout for two compounds above:
CC(C)CC(NC(=O)c1cccc(Cl)c1)C(=O)O (stereo not drawn)
  TAAR1 antag: 6.9
  M1 ag parental: 1.0
  CHRM1 antagonist: -11.2
  OXTR potentiate: -7.7
  CHO parental Ca: -15.9
  CHRM1 agonist: -8.5
  CHO-K1 Ca antag: -6.0
  TAAR1 ag: 2.7
  M1 PAM parental: 26.7
CC(C)(C)NC(=O)CSc1nnc(C2CC2)n1-c1ccccc1
  TAAR1 antag: -18.0
  M1 ag parental: 0.7
  CHRM1 antagonist: -9.2
  OXTR potentiate: 0.9
  CHO parental Ca: -6.4
  CHRM1 agonist: -5.2
  CHO-K1 Ca antag: -17.1
  TAAR1 ag: 8.8
  M1 PAM parental: -0.6

# Later entries:
# Values in the order: TAAR1 antag | M1 ag parental | CHRM1 antagonist | OXTR potentiate | CHO parental Ca | CHRM1 agonist | CHO-K1 Ca antag | TAAR1 ag | M1 PAM parental
NC(=O)c1ccc(NC(=O)c2ccc3c(c2)CCN3S(=O)(=O)c2ccccc2)cc1
 : 17.1 | 1.7 | -2.3 | -9.1 | 11.2 | -5.3 | 26.4* | 5.2 | -23.8
CC(C)(C)NC(=O)C[C@H]1C[C@H](C(=O)N2CCCCC2)[C@@]2(CCc3ccccc3)c3[nH]c4cc(-c5ccco5)ccc4c3CCN2C1=O
 : -11.7 | 0.9 | -11.7 | . | -29.5 | -4.5 | -13.6 | 0.7 | 19.4
CC(NC(=O)CCc1c[nH]c2ccccc12)c1ccccc1 (stereo not drawn)
 : -6.8 | 0.9 | -7.0 | -6.5 | -11.0 | -4.8 | -9.8 | 5.9 | 21.6
COc1ccc(C(=O)NCCNc2ccc([N+](=O)[O-])cc2)cc1
 : -10.7 | 0.5 | -4.6 | -3.6 | 2.9 | -4.3 | 7.8 | -1.2 | -15.9
O=C(CNC(=O)N1CC(=O)Nc2ccccc21)Nc1ccccc1
 : -8.0 | 0.3 | -8.5 | -8.5 | -2.5 | -2.0 | -10.6 | 10.6 | 0.5
COc1ccc(/C=C/c2nnc(NC(C)=O)s2)cc1
 : 2.5 | 0.5 | -7.6 | -3.1 | -19.8 | 1.2 | -11.8 | 2.2 | 8.1
CN(Cc1c(F)cccc1Cl)C(=O)CNC(=O)c1ccc2c(c1)OCO2
 : 16.9 | 10.1 | -5.2 | -16.3 | -15.3 | -1.7 | 5.9 | 0.1 | -7.0
CNc1cncc(-c2cccc(C(=O)NCCN(C)C)c2)n1
 : -19.5 | 0.1 | 20.8 | . | . | -2.0 | 0.0 | 1.0 | -6.7
COc1ccc(/C=C(/NC(=O)c2ccc(OC)cc2)C(=O)NCCc2c[nH]c3ccccc23)cc1
 : 0.8 | 1.6 | -7.7 | -5.6 | -1.9 | -2.3 | -3.5 | 2.5 | 16.7
CCN(CC)CCCNc1oc(-c2cccc(Cl)c2)nc1C#N
 : -2.0 | 1.8 | 3.3 | -1.8 | -8.5 | -8.6 | -7.2 | 7.6 | 14.4

# Random excerpt: 7 records from the list.
# Values in the order: TAAR1 antag | M1 ag parental | CHRM1 antagonist | OXTR potentiate | CHO parental Ca | CHRM1 agonist | CHO-K1 Ca antag | TAAR1 ag | M1 PAM parental
CNc1nc(SCc2ccccc2)nc(N2CCOCC2)n1
 : 16.5 | 1.2 | -4.4 | -0.9 | -26.3 | -5.7 | -11.8 | 6.8 | 19.1
CN(Cc1c(F)cccc1Cl)C(=O)CNC(=O)c1ccc2c(c1)OCO2
 : 16.9 | 10.1 | -5.2 | -16.3 | -15.3 | -1.7 | 5.9 | 0.1 | -7.0
CC(C)(C)NC(=O)CSc1nnc(C2CC2)n1-c1ccccc1
 : -18.0 | 0.7 | -9.2 | 0.9 | -6.4 | -5.2 | -17.1 | 8.8 | -0.6
O=C(CN(CC1CCCO1)C(=O)CNS(=O)(=O)c1ccc(Cl)cc1)NCc1ccccc1 (stereo not drawn)
 : -25.9 | 1.7 | -3.9 | -5.2 | -10.3 | -4.8 | -19.6 | 4.2 | 20.3
COc1ccc(/C=C/c2nnc(NC(C)=O)s2)cc1
 : 2.5 | 0.5 | -7.6 | -3.1 | -19.8 | 1.2 | -11.8 | 2.2 | 8.1
COc1ccc(C(=O)NCCNc2ccc([N+](=O)[O-])cc2)cc1
 : -10.7 | 0.5 | -4.6 | -3.6 | 2.9 | -4.3 | 7.8 | -1.2 | -15.9
O=C(CNC(=O)N1CC(=O)Nc2ccccc21)Nc1ccccc1
 : -8.0 | 0.3 | -8.5 | -8.5 | -2.5 | -2.0 | -10.6 | 10.6 | 0.5

# (further entries)
# Values in the order: TAAR1 antag | M1 ag parental | CHRM1 antagonist | OXTR potentiate | CHO parental Ca | CHRM1 agonist | CHO-K1 Ca antag | TAAR1 ag | M1 PAM parental
Cc1ccc(C2=NN(C(=O)CCCC(=O)O)C(c3ccc4c(c3)OCO4)C2)cc1 (stereo not drawn)
 : -3.6 | 0.1 | -1.4 | -13.3 | -2.9 | -1.6 | 5.2 | 0.7 | 9.5
O=C(CCNS(=O)(=O)c1cccc2nsnc12)N1CC(=O)N(CCc2ccccc2)C(=O)C1
 : 20.5 | 1.7 | 5.7 | -6.7 | -11.8 | -3.5 | 2.0 | 14.8 | -1.1
O=C1c2ccccc2C(Nc2ccc(S(=O)(=O)N3CCOCC3)cc2)N1c1ccccn1 (stereo not drawn)
 : -4.4 | 1.6 | -7.4 | -6.4 | 5.5 | -9.0 | -3.9 | 4.8 | 11.2
Cn1c(N)c(S(=O)(=O)N2CCN(c3ccccc3Cl)CC2)c(=O)n(C)c1=O
 : -15.0 | 2.1 | -8.9 | -6.1 | -25.5 | -2.1 | -7.5 | 2.5 | 16.3
COC(=O)C1(C)CC1(c1ccccc1)c1ccccc1 (stereo not drawn)
 : -0.3 | -0.2 | -9.9 | -14.7 | 0.1 | -4.0 | -9.2 | 3.2 | 0.8
CCOC(=O)CNC(=O)CSc1nnc(NC(=O)c2ccc3c(c2)OCO3)s1
 : 0.9 | 0.5 | -15.0 | -5.8 | -5.8 | -2.2 | -4.3 | -0.1 | 16.6
Cc1ccc(OCC(=O)N/N=C/c2cn[nH]c2-c2ccc(Cl)c(Cl)c2)cc1
 : 3.7 | 0.5 | -27.1 | -14.8 | -20.2 | 1.5 | -8.7 | 18.2 | 13.0
